# TRAIL sens C8 = caspase-8 TRAIL sensitization. NB7+C8 cells + TRAIL, ATPlite viability luminescence. inhibition (viability loss, TRAIL sensitization), % at 10 µM. actives 1% (n = 360,000). AID 624354;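 active = compounds causing at least 50% loss of cell viability in the single-dose screen, relative to plate controls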
# TROY signal inh = TROY signaling inhibition | Q293 LMP1-TROYcd NF-kB luciferase reporter, 4 h | inhibition, % at 10 µM | actives 0.98% (n = 360,000);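 active = compounds whose plate-normalised and pattern-corrected inhibition of the luciferase reporter signal at the single screening dose is 50% or more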
# MITF TRPM1 inh = inhibitors of MITF-driven TRPM1 promoter in melanoma cells; actives 0.83% (n = 330,000); inhibition, % at 12.5 µM; AID 488899; SK-MEL-5 TRPM1 promoter luciferase, 24 h;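 active = mean inhibition across replicates of 60% or more, whatever share of single replicates reaches that level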; also: values of inactives mirror those of a sister screen read the other way
# NR2E3 ag-1 = human photoreceptor-specific nuclear receptor agonism. CHO-S Gal4-NCOR/VP16-NR2E3 two-hybrid, luciferase. AID 602229. Q9Y5X4. inhibition of corepressor binding, % at 3.98 µM. actives 0.35% (n = 360,000);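 active = inhibition above the mean of all tested compounds plus 3 SD, cut at about 70% in these data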;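 also: 0% = DMSO with NR2E3 transfected cells and 100% = cells lacking NR2E3 construct; higher means lower luciferase signal from less NR2E3 corepressor binding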
# Target sequence (Q9Y5X4 whole entry, looked up, the tested form may be a part): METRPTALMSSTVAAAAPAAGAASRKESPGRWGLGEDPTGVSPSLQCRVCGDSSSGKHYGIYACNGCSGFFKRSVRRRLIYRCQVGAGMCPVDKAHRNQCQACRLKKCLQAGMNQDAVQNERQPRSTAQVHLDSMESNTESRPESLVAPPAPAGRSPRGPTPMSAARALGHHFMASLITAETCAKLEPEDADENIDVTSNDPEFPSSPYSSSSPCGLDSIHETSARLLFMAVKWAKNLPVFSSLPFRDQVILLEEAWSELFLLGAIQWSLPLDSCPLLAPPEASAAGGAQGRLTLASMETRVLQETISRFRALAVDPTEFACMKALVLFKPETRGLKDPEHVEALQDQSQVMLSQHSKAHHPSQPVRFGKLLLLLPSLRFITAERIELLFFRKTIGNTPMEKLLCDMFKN
# TWEAK-Fn14 inh = TWEAK-Fn14 signaling inhibition | TWEAK-stimulated Fn14 reporter cells, luciferase luminescence, 8 h | inhibition, % at 10 µM | actives 2% (n = 360,000); in the data active = inhibition above about 50%
# Shn3 3UTR inh = Schnurri-3 reporter inhibition in Clone20 osteoblasts. Clone20 osteoblast Shn3 3'UTR firefly luciferase, 24 h. inhibition, % at 12.5 µM. actives 0.52% (n = 360,000). AID 588674;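 active = mean inhibition of at least 75% with every replicate also reaching 75%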;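 also: 0% = median of neutral control wells and 100% = pilot-screen positive control compound; some compounds past the cut are filed as inactive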
# Peg3 prom inh = reduces Peg3 promoter-driven luciferase expression in HeLa; HeLa PEG-Prom luciferase reporter, luminescence, overnight; inhibition, % at 20 µM; actives 1.7% (n = 360,000); AID 588405;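 active = inhibition of at least 50% at 20 µM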
# HIF-2a block = HIF-2a inhibition; 786-0 RCC cells HIF-2a reporter, luciferase luminescence, overnight; actives 0.72% (n = 360,000); inhibition, % at 18.8 µM;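 active = inhibition of the luminescence signal of 40% or more relative to plate controls, in a single-dose primary screen at 18.75 µM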
# CF NFkB block = cystic fibrosis NF-kB activation inhibition. KKLEB NF-kB-GFP reporter, PAF-induced, GFP fluorescence overnight. inhibition, % at 5 µM. actives 0.86% (n = 360,000). AID 588850;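 active = at least 50% inhibition at 5 µM, scaled per plate between neutral and stimulator controls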;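 also: PAF is a Pseudomonas aeruginosa culture filtrate used as stimulus; plate controls were PAF-stimulated DMSO wells for no effect and unstimulated DMSO wells for full effect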
# KKLEB cytotox = CF airway cell cytotoxicity counter-screen | KKLEB CF airway cells viability, ATPlite luminescence, overnight; active compounds read low; cells stimulated with P. aeruginosa culture filtrate | activity change (cytotoxicity), % at 5 µM | actives 0.36% (n = 360,000);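 active = corrected activity change at or below -50% at 5 µM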
# NR2E3 ag-2 = NR2E3 (human) agonism | AID 2300 | inhibition of corepressor binding, % at 4.78 µM | actives 0.12% (n = 320,000) | GST-NR2E3/biotin-RetCOR TR-FRET, 1536-well;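 active = percent inhibition above the cutoff of mean plus 3 SD of all tested compounds, set per screening campaign, cut at about 20% in these data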;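 also: 0% = DMSO wells and 100% = biotin wells as full block of FRET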
#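 System: GST-tagged NR2E3 plus biotinylated RetCOR corepressor; Buffer or medium: pH 7.5 Tris-based buffer; Probe or stimulus: RetCOR corepressor, biotinylated, 7 nM; Doses: compound at 4.8 µM, single dose; Schedule: 5 h incubation at 4 °C; Technique: time-resolved FRET; Evaluation: percent inhibition of TR-FRET ratio; Replication: one well per compound, singlicate testing.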
# An asterisk follows results filed as active; / = not tested or not shown; & = joins results of further samples. Not all compounds are listed; the hit share may differ from the screen's.
SMILES,TRAIL sens C8,TROY signal inh,MITF TRPM1 inh,NR2E3 ag-1,TWEAK-Fn14 inh,Shn3 3UTR inh,Peg3 prom inh,HIF-2a block,CF NFkB block,KKLEB cytotox,NR2E3 ag-2
O=C1C(=O)N(CCS(=O)(=O)c2ccccc2)c2ccc(Cl)cc21,7,3,5,-13,-1,-7,64*,7,0,-8,0
CCCCC(=O)Nc1cc(OC)c(NC(=O)C2CCCCC2)cc1OC,-1,8,-4,-19,0,4,2,13,-4,-2,-3
CSc1nc(COC(=O)NC(C)C)c(COC(=O)NC(C)C)n1Cc1ccccc1,-7,-7,/,-6,4,11,7,10,-2,-4,/
O=C1O/C(=C/C(=O)N2CCOCC2)c2ccccc21,-4,5,15,-4,16,-1,7,18,-2,-9,5
CCSc1nnc(-c2ccccc2NC(C)=O)c(=O)[nH]1,-5,0,7,6,0,-17,11,16,-10,5,-4
Cc1cc(Cl)ccc1NC(=O)CCC(=O)O,-11,-3,-5,-13,-1,-28,-5,7,-16,3,3
CCN(C(=O)COC(=O)CNC(=O)c1ccc2ccccc2c1)c1c(N)n(Cc2ccccc2)c(=O)[nH]c1=O,1,-21,-2,-16,0,-16,-9,-32,-26,19,/
Cc1ccc(C)c(C(=O)Cn2c(NCCO)nc3ccccc32)c1,-4,2,-2,9,1,19,7,6,-8,-1,4
Cc1nc(-c2ccc(F)cc2)c(CC(=O)NCC(=O)Nc2ccc(F)c(F)c2)s1,-12,11,/,-14,7,31,-5,2,6,-16,8
O=C(CCC(=O)NCCCc1ccccc1)NCCCc1ccccc1,28,23,1,-24,4,-22,1,11,-4,3,-1
COCC(=O)N1CCC(n2nccc2NC(=O)CCOc2ccccc2)CC1,7,-23,-32,-32,-21,-35,-77,-83,-4,-1,2
CC(c1ccccc1)N1CC(C(=O)Nc2nccs2)CC1=O (stereo not given),3,20,-5,-6,4,-6,9,7,-4,2,1
CCOC(=O)CN1C(=O)C(O)(CC(=O)c2cccc(OC)c2)c2ccccc21 (stereo not given),-7,-4,16,-25,-5,-2,10,3,11,4,-1
O=c1c2ccccc2c(/C=N/c2ncn[nH]2)c(O)n1Cc1ccccc1,-6&4,-8&-4,-3&-2,-4&-7,2&15,4&13,19&12,-21&-15,-1&15,6&19,5
CCCN1CCN(S(=O)(=O)c2ccc3c(c2)OCCO3)CC1,0,-27,-5,7,-8,8,14,9,11,-7,1
CCCC(=O)Nc1nnc(CCOC)s1,7,13,2,12,9,-9,1,13,-2,2,0
Cc1ccc2nc3c(cc(C(=O)NCc4ccco4)c(=N)n3C3CCCC3)c(=O)n2c1,-3,0,3,5,-19,9,11,6,-8,-15,-2
CCN(CC)c1ccc(NC(=O)CSc2nc(C3CC3)nc3ccccc23)cc1C,6,16,29,-44,26,19,22,18,10,3,3
CC1=C(C(=O)NCc2ccco2)C2(CCC(C)CC2)OC1=O (stereo not given),-9,-5,9,-13,13,-28,15,23,15,-7,-1
CC(C)NC(=O)NCCCCCCS(C)=O (stereo not given),-16,-21,7,-1,4,3,15,-2,3,14,-2
Cc1cc(-c2ccccc2)nc(SC(C(=O)O)c2ccccc2)n1 (stereo not given),1,3,-8,-4,1,-13,3,15,10,6,1
CCOC(=O)c1cnc(SC)nc1Nc1cccc2ccccc12,-1,19,-4,-31,3,4,1,8,12,-4,-2
CCCNC(=O)N1CCN(S(=O)(=O)c2ccc3c(c2)OCCO3)CC1,-8,10,1,-34,11,-3,12,6,4,-3,3
CCCCOC(=O)Cn1c(-c2ccccc2)nc2ccccc2c1=O,-11,-51,16,-45,13,1,8,6,-1,3,-7
C/C(=N/Nc1ccc(Cl)cc1)c1cnnc(-c2ccccc2)n1,-3,-6,2,11,-13,-9,-3,-1,11,-7,2

# Reprinted at random: 3 records from the list
SMILES,TRAIL sens C8,TROY signal inh,MITF TRPM1 inh,NR2E3 ag-1,TWEAK-Fn14 inh,Shn3 3UTR inh,Peg3 prom inh,HIF-2a block,CF NFkB block,KKLEB cytotox,NR2E3 ag-2
C/C(=N/Nc1ccc(Cl)cc1)c1cnnc(-c2ccccc2)n1,-3,-6,2,11,-13,-9,-3,-1,11,-7,2
CCSc1nnc(-c2ccccc2NC(C)=O)c(=O)[nH]1,-5,0,7,6,0,-17,11,16,-10,5,-4
CCCCC(=O)Nc1cc(OC)c(NC(=O)C2CCCCC2)cc1OC,-1,8,-4,-19,0,4,2,13,-4,-2,-3

# (cont.)
SMILES,TRAIL sens C8,TROY signal inh,MITF TRPM1 inh,NR2E3 ag-1,TWEAK-Fn14 inh,Shn3 3UTR inh,Peg3 prom inh,HIF-2a block,CF NFkB block,KKLEB cytotox,NR2E3 ag-2
COc1ccc(C)cc1CN(C)c1ccc(S(=O)(=O)N2CCN(C)CC2)cn1,-21,-10,13,15,0,12,-6,6,-4,-6,/
CCN(CCn1cccn1)C(=O)CC1C(=O)NCCN1CCc1ccccc1 (stereo not given),7,9,-11,-12,-1,8,-13,-9,20,3,1
CN(Cc1ccccc1)C(=O)COC(=O)c1ccccc1SCC(=O)N1CCCC1,-5,1,10,-1,11,-5,-16,-16,-22,13,/
COc1ccc(Cl)cc1C(=O)NNC(=S)NC(=O)c1cc(-c2ccccc2)nc2ccccc12,2,7,7,6,-3,10,-5,-11,27,-5,-4
COc1ccc(S(=O)(=O)Nc2cccc(S(=O)(=O)N3CCCCC3)c2)cc1,-1,5,2,-3,-31,26,5,7,4,-8,/
CCOC(=O)c1c(S(=O)(=O)N2CCc3ccccc32)c(C)n(C)c1C,-12,14,-6,-9,13,-1,3,6,-1,-13,1
CC1(C)CC(=O)C2=C(C1)N=c1s/c(=C/c3ccc(F)c(F)c3)c(=O)n1C2c1ccc(F)cc1 (stereo not given),38,-28,7,15,20,/,24,21,10,-15,1
CC(C)(C)NC(=O)Cn1cc(C#N)c2cc(Br)ccc21,18,1,-1,-14,9,-1,1,18,-9,-12,1
c1ccc2c(c1)ccc1nnnn12,-39,-2,-1,-5,7,-3,-20,-8,-4,10,1
COc1ccccc1NC(=O)CN1CCC(c2nc3ccccc3[nH]2)CC1,-5,2,3,1,4,2,19,17,9,-6,0
NS(=O)(=O)c1ccc(NS(=O)(=O)c2ccc(C3CNC(=O)C3)cc2)cc1 (stereo not given),-9,-37,-2,17,37,-6,6,-7,6,2,0
CS(=O)(=O)N(CC(=O)N1CCOCC1)c1cccc(Cl)c1,-9,-5,/,-5,1,3,-6,7,15,-5,/
CCCCNC(=O)C1(C)CCC(=O)N1CCCn1ccnc1 (stereo not given),17,16,/,-16,29,18,5,6,-1,-22,/
COCCC(=O)N1CCc2c([nH]c3ccccc23)C1C(C)(C)C (stereo not given),-4,-14,8,-7,-1,-29,2,8,-6,17,-3
COc1cccc(N2CCN(C(=O)c3ccc(CS(=O)c4ccc(Cl)cc4)o3)CC2)c1 (stereo not given),7,14,5,-2,-1,27,8,16,24,-32,2
COc1ccc(CNC(=O)C(c2ccc(C)o2)N(C(=O)c2csnn2)c2ccc(C(C)C)cc2)cc1 (stereo not given),-15,-20,1,3,-18,-1,-24,-53,-7,-8,-1
CC(C)c1nc(SCc2c(F)cccc2Cl)c2c(=O)n(C)c(=O)n(C)c2n1,0,10,-15,-38,22,4,63*,6,3,8,0
COc1ccc(OCCOC(=O)CNS(=O)(=O)c2ccc(SC)c([N+](=O)[O-])c2)cc1,-24,-14,-15,-18,-6,-12,-6,6,17,-11,0
CCC(=O)N1CCN=C1SCc1cc(C)ccc1C,14,-3,13,-3,3,3,-2,11,-5,-6,-1
CCC1CCCCN1CCCNC(=O)Cn1c(=O)c2cccn2c2ccccc21 (stereo not given),-13,-7,-9,-16,2,3,-5,1,-14,0,-1
Cc1cc2c(c(=O)n1C)C(Cc1ccccc1)C(C#N)=C(N)O2 (stereo not given),-2,0,7,-23,-3,-4,10,-20,12,1,-2
O=C(CSc1nc(O)cc(=O)n1-c1ccccc1)N1CCCCC1,-13,-3,4,-36,-18,2,8,8,12,-22,/
Cc1occc1C(=O)Nc1cccc(Cn2cccn2)c1,8,-10,-4,6,-22,3,-26,-29,-11,1,1
Cc1cccc(NS(=O)(=O)c2ccc(OCC(=O)N3CCCC3)cc2)c1,10,7,12,-7,5,10,18,19,-7,8,0
O=c1[nH]c(=O)n(-c2ccccc2)c2c1C(C(F)(F)F)(C(F)(F)F)N=C(CCC1CCCCC1)N2,2,18,8,-14,15,10,22,17,7,-3,4
COc1ccccc1C(=O)Nc1cccc(N(C)S(C)(=O)=O)c1,3,-37,-2,-11,-8,9,-5,-32,2,2,1

# Two entries from above, reformatted:
CCCCOC(=O)Cn1c(-c2ccccc2)nc2ccccc2c1=O
- TRAIL sens C8 = -11
- TROY signal inh = -51
- MITF TRPM1 inh = 16
- NR2E3 ag-1 = -45
- TWEAK-Fn14 inh = 13
- Shn3 3UTR inh = 1
- Peg3 prom inh = 8
- HIF-2a block = 6
- CF NFkB block = -1
- KKLEB cytotox = 3
- NR2E3 ag-2 = -7

O=C1O/C(=C/C(=O)N2CCOCC2)c2ccccc21
- TRAIL sens C8 = -4
- TROY signal inh = 5
- MITF TRPM1 inh = 15
- NR2E3 ag-1 = -4
- TWEAK-Fn14 inh = 16
- Shn3 3UTR inh = -1
- Peg3 prom inh = 7
- HIF-2a block = 18
- CF NFkB block = -2
- KKLEB cytotox = -9
- NR2E3 ag-2 = 5

# Sorted by molar mass (lowest first): some entries from above.
SMILES,TRAIL sens C8,TROY signal inh,MITF TRPM1 inh,NR2E3 ag-1,TWEAK-Fn14 inh,Shn3 3UTR inh,Peg3 prom inh,HIF-2a block,CF NFkB block,KKLEB cytotox,NR2E3 ag-2
COc1ccccc1C(=O)Nc1cccc(N(C)S(C)(=O)=O)c1,3,-37,-2,-11,-8,9,-5,-32,2,2,1
Cc1cccc(NS(=O)(=O)c2ccc(OCC(=O)N3CCCC3)cc2)c1,10,7,12,-7,5,10,18,19,-7,8,0
CN(Cc1ccccc1)C(=O)COC(=O)c1ccccc1SCC(=O)N1CCCC1,-5,1,10,-1,11,-5,-16,-16,-22,13,/
